Screening data as filed in PubChem BioAssay.
pPAFAH inh = inhibitors of human plasma PAF acetylhydrolase (pPAFAH); inhibition, % at 3.39 µM; Q13093; recombinant pPAFAH, FP-rhodamine probe fluorescence polarization; actives 1.5% (n = 330,000);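 active = inhibition above the mean inhibition across the screen plus 3 SD, cut at about 25% in these data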;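 also: inhibitors block binding of the rhodamine activity-based probe so polarization drops; 0% = enzyme with DMSO and 100% = wells lacking pPAFAH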
PAD4 FP inh = blocks human protein arginine deiminase 4 | Q9UM07 | inhibition, % at 6.36 µM | actives 0.41% (n = 330,000) | recombinant PAD4, RCA probe fluorescence polarization;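 active = percent inhibition above a cutoff equal to the mean of all tested compounds plus 3 SD, cut at about 15% in these data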;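 also: 0% = PAD4 with RCA probe and DMSO and 100% = probe without PAD4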
GSTO1 inh = GSTO1 inhibition, counter-screen for RBBP9 inhibitors; P78417; recombinant GSTO1, activity-based probe fluorescence polarization; inhibition, % at 5.96 µM; actives 1.1% (n = 300,000); AID 1974;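 active = inhibition above the campaign mean inhibition plus 3 SD, cut at about 35% in these data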;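 also: 0% = GSTO1-1 with DMSO and 100% = wells lacking GSTO1-1 enzyme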
Target sequence (P78417 whole entry, looked up): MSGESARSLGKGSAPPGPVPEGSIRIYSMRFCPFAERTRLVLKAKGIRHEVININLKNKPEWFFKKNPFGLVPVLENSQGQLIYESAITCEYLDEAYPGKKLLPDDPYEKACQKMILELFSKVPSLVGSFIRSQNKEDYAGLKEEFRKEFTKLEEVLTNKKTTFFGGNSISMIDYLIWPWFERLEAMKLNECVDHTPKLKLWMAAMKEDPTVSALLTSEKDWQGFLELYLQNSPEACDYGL
PAFAH2 FP inh = PAFAH2 (human) inhibition; recombinant PAFAH2, FP-rhodamine activity probe, fluorescence polarization; inhibition, % at 3.39 µM; actives 0.99% (n = 340,000); AID 492956;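 active = inhibition above the mean over all tested compounds plus 3 SD, cut at about 30% in these data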;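 also: inhibitors block probe labeling of enzyme so polarization drops; 0% = enzyme with DMSO and 100% = wells lacking PAFAH2 protein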
PME-1 inh = blocks human protein phosphatase methylesterase 1; Q9Y570; actives 0.53% (n = 320,000); recombinant PME-1, FP-Rh probe fluorescence polarization; inhibition, % at 5.9 µM;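 active = inhibition above the campaign mean of all compounds plus 3 SD, cut at about 26% in these data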;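 also: competitive labeling of PME-1 active site by serine hydrolase directed probe; 0% = PME-1 with DMSO and 100% = wells lacking PME-1 enzyme; inhibitors block probe labeling so polarization falls and inhibition rises; many of its hits are not listed in these tables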
PAFAH1B3 FP inh = inhibitors of human PAFAH1B3; Q15102; recombinant PAFAH1B3, FP-rhodamine probe, fluorescence polarization; inhibition, % at 3.39 µM; actives 0.28% (n = 340,000);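 active = inhibition above the screen-wide average of all tested compounds plus 3 SD, cut at about 25% in these data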;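 also: 0% = enzyme with DMSO only and 100% = wells lacking PAFAH1B3 protein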
Target sequence (Q15102 whole entry, looked up): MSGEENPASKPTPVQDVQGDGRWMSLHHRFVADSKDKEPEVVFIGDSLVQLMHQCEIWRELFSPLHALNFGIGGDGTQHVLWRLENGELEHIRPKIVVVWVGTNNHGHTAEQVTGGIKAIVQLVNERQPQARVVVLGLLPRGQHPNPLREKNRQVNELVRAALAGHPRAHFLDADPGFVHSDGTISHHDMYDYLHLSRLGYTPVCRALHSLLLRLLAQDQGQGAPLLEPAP
PAFAH1B2 FP inh = inhibitors of human PAFAH1B2 | recombinant PAFAH1B2, FP-rhodamine activity probe, fluorescence polarization | inhibition, % at 3.39 µM | actives 1.2% (n = 340,000) | AID 492953;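 active = inhibition above the mean of all tested compounds plus 3 SD, cut at about 24% in these data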;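 also: 0% = enzyme with DMSO and 100% = wells lacking PAFAH1B2; many of its hits are not listed in these tables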
Target sequence (P68402 whole entry, looked up): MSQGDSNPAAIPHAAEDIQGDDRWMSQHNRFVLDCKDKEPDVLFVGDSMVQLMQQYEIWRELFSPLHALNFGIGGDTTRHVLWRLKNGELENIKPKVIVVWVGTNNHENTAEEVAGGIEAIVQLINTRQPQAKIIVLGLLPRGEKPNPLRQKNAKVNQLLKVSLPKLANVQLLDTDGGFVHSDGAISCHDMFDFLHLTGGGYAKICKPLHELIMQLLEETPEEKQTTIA
LYPLA2 counter = blocks human lysophospholipase 2, a PME1 counter-screen. recombinant LYPLA2, FP-Rh probe fluorescence polarization. O95372. inhibition, % at 5.9 µM. actives 0.38% (n = 320,000);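 active = inhibition above the screen-wide mean plus 3 SD, limit set per campaign, cut at about 26% in these data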;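 also: 0% = LYPLA2 with DMSO and 100% = wells lacking LYPLA2 enzyme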
LYPLA1 counter = LYPLA1 (human) inhibition in PME1 counter-screen; actives 0.16% (n = 320,000); AID 2174; inhibition, % at 5.9 µM; recombinant LYPLA1, FP-Rh probe fluorescence polarization; O75608;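 active = inhibition above the mean of all tested compounds plus 3 SD, set per campaign, cut at about 14% in these data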;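 also: inhibitors block serine hydrolase probe labeling of LYPLA1 so polarization falls; 0% = enzyme with DMSO and 100% = wells lacking LYPLA1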
Target sequence (O75608 whole entry, looked up): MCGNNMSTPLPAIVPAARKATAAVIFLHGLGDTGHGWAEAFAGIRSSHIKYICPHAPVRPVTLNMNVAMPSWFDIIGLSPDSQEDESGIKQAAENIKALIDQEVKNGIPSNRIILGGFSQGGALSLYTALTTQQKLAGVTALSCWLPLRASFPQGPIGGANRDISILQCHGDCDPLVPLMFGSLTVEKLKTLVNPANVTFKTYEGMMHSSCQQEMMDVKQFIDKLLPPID
An asterisk follows results filed as active; . = not tested or not shown.

SMILES	pPAFAH inh	PAD4 FP inh	GSTO1 inh	PAFAH2 FP inh	PME-1 inh	PAFAH1B3 FP inh	PAFAH1B2 FP inh	LYPLA2 counter	LYPLA1 counter
Cc1cccc(C)c1NC(=O)NCCCN1CCN(c2ccccc2)CC1	2	-3	9	5	-3	7	-4	2	-1
Fc1ccccc1SCc1nnc(-c2ccccc2Br)o1	4	-1	-4	2	-1	7	15	-4	0
CCC(=O)N1c2ccc(S(=O)(=O)CCC(=O)Nc3ccc(OC)cc3OC)cc2CC1C (stereo not given)	-9	4	2	3	0	9	5	-4	-6
COC(=O)[C@H](C)NC(=O)NC1CCCc2ccccc21 (stereo not given in full)	0	0	-2	1	-1	3	0	-7	-4
COc1ccc(/C(C)=N/NC(=O)c2ccc(CSc3cccc4cccnc34)cc2)cc1OC	-4	-3	-7	-27	-10	-8	-6	-30	-19
Cc1ccccc1-c1nc(CN2CCC(C(=O)O)CC2)c(C)o1	1	-2	5	3	-4	-1	4	1	-1
O=C(c1ccccc1Oc1ccc([N+](=O)[O-])cc1)N1CCOCC1	-2	0	1	-5	9	4	-7	-5	-1
Cc1cc(C)c(C(=O)Nn2c(C)nc3ccccc3c2=O)cc1C	1	-1	6	4	1	8	2	1	3
CN(C)Cc1c(C(=O)N/N=C/c2ccccc2OCc2c(F)cccc2Cl)nnn1-c1nonc1N	-1	-6	-2	5	-3	-14	4	-10	-6
COc1cc(C(=O)N/N=C/c2sc(=O)n(-c3ccccc3)c2Cl)cc(OC)c1OC	6	-1	-15	0	-6	11	-2	-1	-3
CCCc1nnc(NC(=O)CCC(=O)N2CCCCC2CC)s1 (stereo not given)	4	-2	0	3	0	8	-1	4	-1
COCCNC(=O)CN(c1cc(Cl)ccc1OC)S(=O)(=O)c1ccc(C)c([N+](=O)[O-])c1	3	-4	-6	2	1	-2	5	5	1
CCc1ccc(C2C(C#N)=C(N)SC(N)=C2C#N)s1	11	-20	-35	-20	-20	-5	-12	-11	-8
CCOc1ccc(Cc2noc3c2C(=O)CCC3)cc1OCC	0	-3	1	0	-2	6	3	1	0
CC(=O)c1cccc(NC(=O)c2ccc(N(Cc3ccc(C)cc3)S(C)(=O)=O)cc2)c1	-2	0	-12	-8	-17	-4	-1	-22	-20
CCOc1ccc(-c2nc(C#N)c(NCc3ccc4c(c3)OCO4)o2)cc1	13	4	2	-8	13	7	2	-3	-1
CSCCC(NC(=O)c1ccco1)C(=O)Nc1cc(C)ccn1 (stereo not given)	-1	-1	2	10	1	9	9	4	0
COc1ccc(OCCCC(=O)Nc2ccc3c(c2)OCO3)cc1	-1	-2	3	-5	13	11	-2	6	4
Nc1ccc(Nc2ccccc2)c(Cl)c1	3	4	6	0	-2	1	-1	5	-1
COc1ccc(C(=O)N2CCC(N3CCN(c4ccccc4)CC3)CC2)cc1OC	2	-3	-2	-3	-2	7	-4	2	-1
CSc1nc(N)n2nc(C(C)(C)C)cc2n1	4	0	-4	-3	3	7	2	-2	-2
CCOC(=O)N1CCC(Nc2ccc(N3C(=O)C4CCCCC4C3=O)cc2[N+](=O)[O-])CC1 (stereo not given)	7	5	6	-4	7	3	5	9	-2
CCn1nnnc1SCC(=O)Nc1cccc(NC(C)=O)c1	-1	0	9	2	-1	-1	1	1	-4
CCCCn1c(-c2ccc(OC(F)F)cc2)nc2c1c(=O)[nH]c(=O)n2CC(C)C	-2	0	-9	-20	-1	8	8	0	1
CCC(=O)N(CCc1ccccc1)Cc1cc2ccc(OC)cc2[nH]c1=O	-3	-4	-4	-3	3	3	9	8	0
CCc1cc(=O)oc2cc3oc(C)c(C)c3cc12	-2	0	-12	3	-9	5	10	-5	-5
COc1ccccc1NC(=O)CCC(=O)OCC(=O)c1ccc(C)c([N+](=O)[O-])c1	7	-2	-3	-3	-4	4	4	9	2
Cc1ccccc1NC(=O)Cn1nnc2sc3c(c2c1=O)CC(C)(C)OC3	2	3	6	2	-2	0	4	22	-2
C#CCOCCOCCOCCNc1nc(N2CCN(C(=O)[C@H](Cc3cc4ccccc4[nH]3)n3cc([C@@H](N)C(C)CC)nn3)CC2)nc(N2CCN(C(=O)[C@H](Cc3cc4ccccc4[nH]3)n3cc([C@@H](N)Cc4ccc(O)cc4)nn3)CC2)n1 (stereo not given in full)	17	-6	-5	.	-28	.	.	-20	17*
O=C(Nc1nc(-c2ccc(F)cc2)cs1)c1cccnc1	-3	2	-2	1	0	-2	11	-2	-3
CC1CN(C(=O)COC(=O)c2cccc(S(=O)(=O)N3CCc4ccccc43)c2)CC(C)O1 (stereo not given)	4	-1	.	5	.	-4	6	.	.
CCOC(=O)c1cnc2c(CC)cccc2c1NCCCN1CCOCC1	8	1	2	3	5	12	3	2	5
CC(=O)Nc1ccccc1NC(=O)C(F)(F)F	2	1	-6	-9	0	4	2	-1	0
CCN(CC)C(=O)CCn1nc(-c2ccc(C)cc2)c2ccccc2c1=O	3	0	10	4	-11	1	1	-2	0
CCOc1cc(NC(=O)C2CCCO2)c(OCC)cc1NC(C)=O (stereo not given)	0	2	0	3	10	5	1	-3	3
CC(=O)C1=C(C)Nc2ncnn2C1c1ccc(Cl)cc1 (stereo not given)	0	-1	4	1	-1	-1	0	2	0
CCN(CC)S(=O)(=O)c1cccc(C(=O)N/N=C/c2ccccc2OCC(=O)O)c1	5	2	4	6	0	5	2	1	-4
O=C(CN(Cc1ccco1)C(=O)c1ccccc1)Nc1ccc(Cl)c(Cl)c1	1	1	-1	-6	-8	1	1	-8	-7
O=C(O)CC(Cc1ccccc1)c1ccc2c(c1)OCO2 (stereo not given)	6	1	-3	5	4	2	4	-3	2
OCCNc1nc(Nc2ccccc2C(F)(F)F)nc(N2CCCC2)n1	5	-5	0	8	-1	12	5	3	0
CN(C)C(CNC(=O)c1ccc(OCc2cn3ccccc3n2)cc1)c1ccco1 (stereo not given)	3	1	.	-4	-3	3	3	4	4
CN(C(=O)CN1C(=O)C2C3CC(C(Br)C3Br)C2C1=O)C1CCCCC1 (stereo not given)	-2	-3	-2	-1	-6	6	8	-2	-1
Cc1ccc(NS(=O)(=O)c2ccc(NC(=O)c3ccccc3C(=O)O)cc2)cc1C	26*	-4	-4	.	0	.	.	-3	0
COC(=O)c1c(C(=O)OC)c(-c2ccc(OC)cc2)n2c1CS(=O)(=O)C2	7	-4	-7	-3	-6	4	3	7	-2
CC(C)c1ccc(NC2CCCN(C(=O)CCN3CCCCO3)C2)cc1 (stereo not given)	1	-1	-3	-3	3	1	5	3	1
Nc1nnc(CC(=O)N/N=C/c2ccc([N+](=O)[O-])cc2)s1	10	2	-6	6	-2	9	6	-2	-3
Cc1ccccc1OCC(=O)OCC(=O)Nc1ccc2c(c1)OCCO2	2	-6	.	-4	0	5	0	2	2
CC(C)(O)/C=C/C[C@](C)(O)C1CC[C@]2(C)C1[C@H](O[C@H]1O[C@@H](CO)[C@H](O)[C@@H](O)[C@@H]1O)CC1[C@@]3(C)CC[C@H](O)C(C)(C)C3[C@@H](O)C[C@]12C (stereo not given in full)	2	0	.	-2	.	3	7	.	.
O=C(CCN1C(=O)NC2(CCCC2)C1=O)Nc1cccc(S(=O)(=O)N2CCOCC2)c1	-3	-2	.	-3	-6	8	3	1	-1
COCCCNCCCOc1ccc(Cl)cc1Br	1	3	-3	-1	-3	8	1	4	2
Other structures
SMILES	pPAFAH inh	PAD4 FP inh	GSTO1 inh	PAFAH2 FP inh	PME-1 inh	PAFAH1B3 FP inh	PAFAH1B2 FP inh	LYPLA2 counter	LYPLA1 counter
COc1ccc(-c2nnc(Sc3nc4ccccc4o3)c3ccccc23)cc1	1	14	-22	-4	2	-14	-3	4	-5
N#Cc1c(N)n(-c2ccc(C(=O)O)cc2)c2nc3ccccc3nc12	1	-15	-1	4	7	6	8	4	0
Cc1[nH]c2ccc(F)cc2c1CCN(Cc1ccncc1)C(=S)Nc1ccccc1	-3	-6	0	5	-3	9	11	-1	3
COc1ccc(CCC(=O)NNC(=O)c2cc(Cl)ccc2OC)cc1OC	6	-3	7	-7	3	9	4	-2	-4
COc1ccc(/C=N/NC(=O)c2cccnc2)cc1COc1ccc([N+](=O)[O-])c(C)c1	4	-2	-22	.	-84	.	.	-76	-50
CCN(CC)P(=O)(Nc1ccc([N+](=O)[O-])cc1)c1c(C)nn(CCC#N)c1NC(=O)c1ccc(Cl)cc1Cl (stereo not given)	7	5	-6	9	4	9	5	-3	-5
O=C(NCCCN1CCCC1=O)C1CCC(CNS(=O)(=O)c2ccc(Cl)cc2)CC1 (stereo not given)	4	1	-4	-8	-4	6	8	3	3
O=C(N/N=C/C(Br)=C\c1ccccc1)c1cccs1	4	3	-19	.	-16	.	.	-5	-3
C=CCNC(=S)N/N=C(\C)c1ccccn1	3	3	2	-6	-4	4	-1	-1	-1
CCn1c(=O)c(CCC(=O)NCC2CCCO2)c(C)c2c(C)nn(-c3ccc(C)cc3)c21 (stereo not given)	-3	-2	7	4	-7	-5	6	2	-1
Cc1cc(C)c2c(N)c(C(=O)NC3CC3)sc2n1	1	-2	-1	4	-3	-2	-2	8	4
CCC1(CC)NC(=O)N(CC(=O)OCC(=O)Nc2ccc(F)c(F)c2F)C1=O	4	0	-2	-3	0	-2	2	1	1
CC1CCCN(C(=O)CSc2nnc(-c3ccc(S(=O)(=O)N4CCOCC4)cc3)n2C)C1 (stereo not given)	0	-2	3	8	0	9	6	-4	-3
CC1(OC(=O)c2cccs2)C(=O)C=C2C=C(C3CC3)OC=C2C1=O (stereo not given)	17	-3	24	7	3	-2	4	8	4
Cn1ncc(S(=O)(=O)Cc2ccccc2)c(Cl)c1=O	1	-1	-7	5	-1	9	3	-5	0
S=c1[nH]nc(C2CCCCC2)n1/N=C/c1ccc(Cl)cc1	10	0	-3	9	6	-2	4	16	-1
Cn1c(=O)c2[nH]c(-c3ccc(S(=O)(=O)O)cc3)nc2n(C)c1=O	-1	-6	1	-3	0	-6	-2	6	1
COCCNCc1ccc(C(C)C)cc1	-7	-3	2	-6	-7	9	2	-2	-3
Cc1c(C(=O)OCC(=O)N(C)c2ccccc2)cccc1[N+](=O)[O-]	6	2	-6	1	-3	12	3	1	-7
CC(NC(=O)c1noc2c1CCCC2)c1ccccc1 (stereo not given)	8	-7	4	10	2	0	6	3	-2
CSc1cccc(NC(=O)Cn2cccc2)c1	5	-3	-2	-12	4	3	7	9	3
N#CCCN(Cc1cccnc1)C(=O)Nc1ccc(Cl)c(Cl)c1	2	2	-3	7	-6	-1	0	5	2
O=C(Nc1cc(Cl)ccc1-n1cncn1)c1cc(F)cc(F)c1	4	-2	-4	-3	-2	1	-3	5	-2
O=C(OCCOc1ccccc1)c1cc(S(=O)(=O)N2CCOCC2)ccc1Cl	5	-2	.	3	4	-1	8	7	1
O=C(O)c1ccccc1C(=O)Nc1ccccc1[N+](=O)[O-]	0	-8	-1	0	3	-1	1	-2	-3
O=C(C1=C(O)C(=O)N(CCN2CCOCC2)C1c1ccccc1)c1cccs1 (stereo not given)	-5	0	8	-1	2	5	2	2	-2
CCN1CCCC1CNC(=O)c1cc2c(=O)n(C)c3ccccc3c2n1C (stereo not given)	6	1	6	-7	-2	0	3	-5	-1
Cc1nc(-c2ccccc2)nc2sc(C(=O)c3ccc(F)cc3)c(N)c12	1	0	2	1	-2	3	1	2	1

The list is partial (hit frequency here may not be typical).
